High-throughput results from PubChem.
TNAP inhibition: inhibition of tissue-nonspecific alkaline phosphatase – biochemical, luminescent (AID 518). actives 0.09% (n = 64,000). one-dose inhibition, % at 20 µM; IC50 in µM for titrated hits. purified TNAP enzyme, luminescent substrate readout; higher % means a stronger effect; in the data active = a potency from the dose series; inactive = the rest, 99 in 100 with inhibition below about 22%;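 also: plate controls were vehicle for no effect and reference inhibitor for full effect; many of its hits are not listed in these tables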
DPM-DC inhibit: S. pneumoniae DPM-DC inhibition | purified DPM-DC, PK/LDH coupled NADH fluorescence | calls only at 10 µM | actives 0.49% (n = 65,000);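 active = the 320 compounds with the highest percent inhibition in the single-dose primary screen, excluding strongly autofluorescent ones, cut at about 32% in these data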;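 also: kinetic rate of NADH fluorescence loss reporting ADP formed by the decarboxylase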
Bfl-1 inhibitors: Bfl-1 inhibitors, primary screen, biochemical, fluorescence polarization, FITC-Bid, mouse (AID 432); one-dose displacement, % at 20 µM; IC50 in µM for titrated hits; FITC-Bid BH3 peptide fluorescence polarization displacement; higher % means a stronger effect; actives 0.02% (n = 64,000); in the data active = a potency from the dose series; inactive = the rest, 99 in 100 with displacement below about 15%; also: strong numbers were not always called active
PMK inhibit: inhibitors of Streptococcus pneumoniae phosphomevalonate kinase | purified PMK, PK/LDH-coupled NADH absorbance 340 nm | inhibition, % at 10 µM | actives 0.49% (n = 65,000) | AID 539;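 active = top-ranked compounds by inhibition in the single 10 µM screen, taking a fixed number of the strongest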;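 also: 0% = full reaction with DMSO carrier and 100% = background rate without enzyme reaction; no value below 0 was filed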
HPDE-C7 cytotoxicity: cytotoxicity in HPDE-C7 cells, cell-based, fluorescence, HTS (AID 430); HPDE-C7 pancreatic duct cells viability, fluorescence; higher % means a stronger effect; actives 1.8% (n = 63,000); cytotoxicity, % at 10 µM, or EC50 in µM where a hit was titrated;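 also: cells exposed to compound for 48 hours before viability readout; 0% = vehicle and 100% = reference cytotoxic drug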
HPDE-C7K KRASV12: cytotoxicity in KRAS-transformed pancreatic duct cells, primary screen, cell-based, fluorescence, HTS (AID 431). HPDE-C7K KRASV12 cells, Alamar Blue viability, 48 h; higher % means a stronger effect. cytotoxicity, % at 10 µM, or EC50 in µM where a hit was titrated. actives 1.7% (n = 63,000);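 active = compounds whose percent cytotoxicity in the single-dose primary screen, scaled between solvent and toxic-drug controls, exceeds 50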;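 also: 0% = DMSO solvent wells and 100% = doxorubicin-treated wells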
HT1080 viability: HT1080 cell viability loss – fluorescence readout (AID 620); HT1080 viability, fluorescence; higher % means a stronger effect; one-dose cytotoxicity, % at 10 µM; EC50 in µM for titrated hits; actives 0.42% (n = 87,000);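 also: cells exposed to compound overnight then 4 h with Alamar Blue; 0% = vehicle DMSO and 100% = killing control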
Spn MK inh: inhibitors of Streptococcus pneumoniae mevalonate kinase. purified MK, PK/LDH-coupled NADH absorbance 340 nm. inhibition, % at 10 µM. actives 0.48% (n = 65,000);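 active = ranked among the strongest by inhibition in the single 10 µM screen, a fixed top-ranked set picked for dose follow-up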; also: no value below 0 was filed
LYP phosphatase: LYP phosphatase inhibitors, primary screen, biochemical, DiFMUP fluorescence, recombinant catalytic domain, 10 µM (AID 606); recombinant LYP catalytic domain, DiFMUP fluorescence; higher % means a stronger effect; inhibition, % at 10 µM, or IC50 in µM where a hit was titrated; 52,000 tested, under 10 active;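 active = IC50 under 40 µM in the dose-response test; inactive = IC50 of 40 µM or more, or never dose-tested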
PMK inhibit pilot replicates: also measured in PMK inhibit; calls as there; inhibition, %; measured here: pilot screen replicates
Spn MK inh pilot replicates: second read-out of Spn MK inh, no call of its own (marks repeat the call); inhibition, %; measured here: pilot screen replicates
DPM-DC inhibit pilot screen %: second read-out of DPM-DC inhibit, no call of its own (marks repeat the call); inhibition, %; measured here: pilot screen trials
Numbers without * were called inactive; i = inactive; x = not tested or not shown. Rule as the data show it, unless noted: active = cytotoxicity above about 50%; inactive = the rest.

SMILES	TNAP inhibition	DPM-DC inhibit	Bfl-1 inhibitors	PMK inhibit	HPDE-C7 cytotoxicity	HPDE-C7K KRASV12	HT1080 viability	Spn MK inh	LYP phosphatase	others
COc1cccc(NS(=O)(=O)c2ccc(S(=O)(=O)N3CCOCC3)cc2)c1	4%	i	-3%	11	8%	-8%	4%	12	-8%
CC1CC(C)CN(c2ncc3c(n2)CC(c2ccccc2Cl)CC3=O)C1 (stereo not given)	9%	i	-2%	14	6%	-12%	-28%	9	1%
CN(C)c1nc2n(c(=O)n1)CCO2	9%	i	-6%	5	-18%	-14%	2%	10	x
CCCCc1nc(SCC(=O)Nc2ccc(S(N)(=O)=O)cc2)n[nH]1	46%	i	2%	12	6%	0%	-8%	3	3%
Cn1c(CSc2nc3ccc(Br)cc3[nH]2)nc2ccccc21	-16%	i	5%	19	5%	0%	6%	11	10%
CCCCOc1ccc(NC2=NC3(CCCC3)N=C(N)N2)cc1	-31%	i	-3%	4	7%	3%	6%	8	8%
O=C1CCCC(=NCc2ccco2)C1	10%	i	0%	0	-5%	-6%	4%	12	x
CC1=C(C(=O)Nc2ccc(C)cc2)C(c2ccc(N(C)C)cc2)NC(=O)N1 (stereo not given)	x	i	x	10	x	x	-7%	14	12%
CC(c1ccccc1)n1cc(C(=O)NCc2ccccn2)nn1 (stereo not given)	8%	i	-7%	0	-12%	-8%	0%	14	-2%
CC(CN1CCCCC1)OC(=O)c1ccc2c(c1)OCO2 (stereo not given)	15%	i	4%	22	-5%	0%	-4%	2	9%	PMK inhibit pilot replicates=0.5;Spn MK inh pilot replicates=0.0;DPM-DC inhibit pilot screen %=0.0
OC1CCCN(Cc2cccc3ccccc23)C1 (stereo not given)	4%	i	0%	0	4%	10%	4%	3	5%
CC(=O)Nc1c2c3c(cccc3n(C)c1=O)C(=O)c1ccccc1-2	-1%	i	151%	20	-7%	-10%	5%	5	-1%
COCCCNc1nc2c(c(=O)n(C)c(=O)n2C)n1Cc1cccc(OC)c1	-3%	i	-8%	8	3%	-12%	-4%	1	-3%
CS(=O)(=O)N1CCN(C(=O)c2ccncc2)CC1	3%	i	-4%	14	2%	-1%	-1%	0	5%
Cc1ccc(S(=O)(=O)N2CCN(C(=O)COC(=O)COc3ccccc3)CC2)cc1	5%	i	-5%	7	7%	6%	6%	3	9%
CC(=O)OCP(C)(=O)COC(C)=O	12%	i	-2%	14	-2%	-4%	-4%	14	5%
CC(C)(C)c1ccc(C(=O)N2CCC(C(=O)NCc3ccncc3)CC2)cc1	7%	i	6%	11	-17%	-24%	5%	0	14%	PMK inhibit pilot replicates=0.0;Spn MK inh pilot replicates=0.0;DPM-DC inhibit pilot screen %=0.0
CCOC(=O)c1[nH]cnc1C(=O)Nc1ccccn1	-3%	i	0%	5	1%	24%	-6%	0	-16%
Cc1c(C(=O)OCc2ccccc2)[nH]c2c1C(=O)CC(c1ccco1)C2 (stereo not given)	20%	i	0%	7	66%*	68%*	68%*	7	0%	PMK inhibit pilot replicates=2.5;Spn MK inh pilot replicates=2.5;DPM-DC inhibit pilot screen %=0.0
CCc1nc2n[nH]c(N)c2c2c1CSC(C)(C)C2	7%	i	-17%	0	1%	-7%	-14%	9	2%
COCCCNC(CC(=O)Nc1ccc(N(C)C)cc1)C(=O)O (stereo not given)	11%	i	-9%	15	-1%	6%	-11%	0	x
COc1cc(NC(=O)c2ccccc2)c(OC)cc1NC(C)=O	1%	i	0%	0	2%	-2%	2%	3	4%
C=CCSc1nnc(-c2cccnc2)o1	10%	i	-2%	0	-2%	4%	-1%	9	-15%	PMK inhibit pilot replicates=6.0;Spn MK inh pilot replicates=0.0;DPM-DC inhibit pilot screen %=0.0
COc1ccc(-c2cc(C(=O)NCc3ccc(Cl)cc3)no2)cc1OC	13%	i	13%	17	-3%	-10%	-10%	6	3%	PMK inhibit pilot replicates=0.0;Spn MK inh pilot replicates=0.0;DPM-DC inhibit pilot screen %=0.0
COc1ccc(CC(=O)OCc2cc3ccc(C)cc3[nH]c2=O)cc1	-6%	i	-8%	10	1%	-11%	-2%	8	x
O=C1CC(c2cccs2)CC2=C1C(c1ccccc1)n1ncnc1N2 (stereo not given)	14%	i	5%	0	-11%	-8%	0%	4	8%	PMK inhibit pilot replicates=4.0;Spn MK inh pilot replicates=0.0;DPM-DC inhibit pilot screen %=12
CC(=O)Nc1nc(C)nc(-c2ccccc2OC(C)=O)n1	6%	i	2%	3	-4%	-3%	5%	0	2%
N#Cc1c(-c2ccco2)cc(-c2ccccn2)nc1N	10%	x	-1%	6	0%	-18%	-20%	3	1%
O=S1(=O)CCN2C(Cc3ccc(SC(F)F)cc3)=CSC2=N1	0%	i	-1%	8	-6%	-2%	4%	1	x
CCOC(=O)Cn1c(=O)c2c(nc3n2CCS3)n(C)c1=O	7%	i	5%	5	-7%	-12%	4%	x	-2%
CC(=Nc1ccc2c(c1)nc(CO)n2C)C1=C(O)CC(C)(C)CC1=O	9%	i	5%	11	-2%	7%	-2%	0	7%
CC(=O)c1c(Nc2ccc3c(c2)OCCO3)oc(C)cc1=O	7%	i	-10%	1	0%	-2%	1%	1	8%
O=C(CN1CCN(c2ccccn2)CC1)N1c2ccccc2Sc2ccc(C(F)(F)F)cc21	14%	i	-8%	8	22%	17%	7%	7	x
COCCNC(=O)Cn1cnc2c1c(=O)n(C)c(=O)n2C	6%	i	-7%	12	-1%	-2%	x	0	x
COc1ccc(C2(C(=O)NCCN3CCOCC3)CCOCC2)cc1	7%	i	-2%	6	-3%	-6%	-5%	12	4%
CSC1=C(C#N)C(c2ccccc2C)C(C#N)=C(N)N1 (stereo not given)	7%	i	1%	3	2%	4%	3%	8	x
Nc1nc(SCC(=O)NCc2ccco2)[nH]c(=O)c1-c1ccccc1	17%	i	-7%	8	-1%	-9%	0%	4	-19%
Cc1cccc(OCCC(=O)NCC(c2ccccc2)N(C)C)c1 (stereo not given)	0%	i	7%	12	2%	-1%	-7%	2	x
O=C(Nc1ccc2c(c1)OCCO2)C1CCN(C(=O)c2ccc(F)cc2)CC1	-1%	i	-1%	13	-9%	5%	1%	5	x	PMK inhibit pilot replicates=0.0;Spn MK inh pilot replicates=0.5;DPM-DC inhibit pilot screen %=0.5
CC1=C(C(=O)OC2CCCCC2)C(c2ccc(C)o2)C2=C(CC(C)(C)CC2=O)N1 (stereo not given)	12%	i	-1%	7	7%	7%	8%	10	2%	PMK inhibit pilot replicates=1.5;Spn MK inh pilot replicates=1.5;DPM-DC inhibit pilot screen %=2.0
Clc1ccc(OCCn2ccnc2)c2ccccc12	-4%	i	0%	8	21%	33%	3%	7	5%
CCC(=O)NCCc1cc2ccc(C)c(C)c2[nH]c1=O	9%	i	-4%	11	-5%	3%	-5%	7	8%
Fc1ccc(-c2nnc(CN3CCC(c4nc5ccccc5s4)CC3)o2)cc1	-7%	i	-2%	16	0%	-4%	-2%	5	-4%
CC(C)(C)OC(=O)NCCCCCc1nnc(SCC(=O)Nc2cccc(Cl)c2)o1	6%	i	-8%	12	x	x	4%	7	8%
O=c1[nH]c2ccc(Cl)cc2c(-c2ccccc2)c1N1CCOCC1	11%	i	2%	4	1%	12%	5%	4	11%
Cc1ccc2c(CC(=O)O)coc2c1C	10%	i	-5%	11	x	x	1%	9	13%
Cc1ccc(C)n1/N=C1/NC(=O)CS1	9%	i	-3%	12	6%	2%	0%	9	17%
CN(CC(=O)N1CCN(c2ccccn2)CC1)S(=O)(=O)c1ccc(Br)cc1	10%	i	-7%	11	11%	9%	-5%	9	2%
Cc1ccc(S(=O)(=O)NC(=O)Nc2ccc(Cl)cn2)cc1	17%	i	1%	5	6%	1%	-17%	8	0%
O=c1c2oc3ccccc3c2ncn1Cc1ccccc1Cl	12%	i	-4%	0	-5%	9%	x	6	-6%
COc1cc(N2C(=O)c3ccccc3C2=O)c(Cl)cc1C(=O)OCC(=O)NCc1ccco1	6%	i	5%	9	-20%	-24%	11%	0	x
Cc1cc(C)c2c(n1)nn1c(NCCOCCO)cc(C)nc21	2%	x	2%	7	4%	14%	22%	10	7%
CCCNC(=O)c1ccccc1C(=O)NCCC	14%	i	1%	0	-39%	-24%	0%	2	-10%	PMK inhibit pilot replicates=0.5;Spn MK inh pilot replicates=2.0;DPM-DC inhibit pilot screen %=0.0
Cc1cc(C)cc(Nc2cc(C)nc3nc(C)nn23)c1	2%	i	7%	7	-4%	4%	-4%	12	9%
Fc1ccc(NCc2nnc(SCc3nnc(-c4ccccc4)o3)n2CC2CCCO2)cc1 (stereo not given)	18%	i	-2%	15	-11%	-14%	17%	0	7%	PMK inhibit pilot replicates=0.0;Spn MK inh pilot replicates=0.0;DPM-DC inhibit pilot screen %=0.0
CCN(CC)CCCNc1nnc(C)c(=O)[nH]1	6%	i	-2%	0	-5%	-1%	4%	3	20%
CCCCOc1ccc(C(=O)Nc2ccncc2)cc1	4%	i	-2%	0	8%	23%	7%	4	8%
CCN(CC)c1ccc2c(c1)CCCN2	3%	i	8%	11	-1%	8%	0%	8	8%	PMK inhibit pilot replicates=4.5;Spn MK inh pilot replicates=1.0;DPM-DC inhibit pilot screen %=5.5
O=C1NC(c2ccccc2)(C(F)(F)F)SC2=CCCCCN12 (stereo not given)	3%	i	18%	0	-7%	-16%	-5%	0	7%	PMK inhibit pilot replicates=1.5;Spn MK inh pilot replicates=5.0;DPM-DC inhibit pilot screen %=5.0
CCOC(=O)CNc1c(-c2ccc(O)cc2)nc2ccccn12	4%	x	-1%	15	-4%	2%	-9%	1	x

Arranged by number of heavy atoms (smallest number first): part of the list above.
SMILES	TNAP inhibition	DPM-DC inhibit	Bfl-1 inhibitors	PMK inhibit	HPDE-C7 cytotoxicity	HPDE-C7K KRASV12	HT1080 viability	Spn MK inh	LYP phosphatase	others
CCN(CC)CCCNc1nnc(C)c(=O)[nH]1	6%	i	-2%	0	-5%	-1%	4%	3	20%
CCCCOc1ccc(C(=O)Nc2ccncc2)cc1	4%	i	-2%	0	8%	23%	7%	4	8%
O=c1c2oc3ccccc3c2ncn1Cc1ccccc1Cl	12%	i	-4%	0	-5%	9%	x	6	-6%

New compounds follow
SMILES	TNAP inhibition	DPM-DC inhibit	Bfl-1 inhibitors	PMK inhibit	HPDE-C7 cytotoxicity	HPDE-C7K KRASV12	HT1080 viability	Spn MK inh	LYP phosphatase	others
Cc1ccc(OCC(=O)NCCN2CCCC2)cc1	5%	i	-6%	19	-16%	23%	2%	6	6%	PMK inhibit pilot replicates=8.0;Spn MK inh pilot replicates=2.0;DPM-DC inhibit pilot screen %=0.0
Cc1cc(C(F)F)n2ncc(C(=O)NCc3ccccc3C(F)(F)F)c2n1	15%	i	2%	21	-3%	-1%	0%	5	7%
O=C(Oc1ccc(-c2ccccc2)cc1)N1CCOCC1	0%	i	-1%	1	-3%	8%	3%	0	12%
COc1ccc(-c2nc(N)ncc2Oc2ccccc2Br)c(O)c1	2%	i	-10%	0	-2%	4%	-12%	2	4%
CCCn1c(SCC(=O)Nc2ccc3c(c2)OCCO3)nnc1-c1ccco1	4%	i	-2%	14	-2%	3%	7%	0	x
COc1cc(OC)c(C2Oc3nc(SC)nnc3-c3ccccc3N2C(C)=O)cc1OC (stereo not given)	8%	i	3%	9	-4%	10%	-2%	10	6%
